Tau FP inhib: blocks human tau fibril formation measured by polarization | K18 P301L tau heparin fibrillization, Alexa594 FP, 6 h | hit rate 0.39% among 280,000 | Potency, µM (titrated, usually from 57.7 µM), for inactives: at the highest dose activity, negative = inhibition, hits mostly inhibitors | P10636; note: potency is the fitted concentration of half-maximal effect; % is set by controls: 0 for no effect and ±100 for the full control effect; nearly all actives have a fitted effect of over 55% in size
Target sequence (P10636 561-689 P618L limits assumed): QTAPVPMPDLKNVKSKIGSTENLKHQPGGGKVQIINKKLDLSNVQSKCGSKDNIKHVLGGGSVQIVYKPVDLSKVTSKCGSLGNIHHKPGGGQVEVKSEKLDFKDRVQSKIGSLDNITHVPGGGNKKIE
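K18 P301L tau (15 uM unlabeled/0.24 uM Alexa 594-labeled, final) + compound + heparin 20 uM final; 100 mM NaOAc pH 7; 6 hr 37 C; ThT 30 uM final added, 1 hr RT; FP ex 555/em 632 nm.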
Tau fluor cs: counter-screen for tau fibril formation inhibitors; tau K18 P301L (four-repeat tau fragment) Alexa594 fluorescence, heparin fibrillization; Potency, µM (top dose mostly 57.7 µM), without a hit: at the highest dose activity change, negative = decrease; hit rate 0.93% among 280,000; AID 1463; note: potency is the fitted concentration of half-maximal effect; % is set by controls: 0 for no effect and ±100 for the full control effect; nearly all actives have a fitted effect of over 55% in size
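Human K18 P301L tau (15 uM unlabeled plus 0.24 uM Alexa 594-labeled, final) in 100 mM sodium acetate pH 7 was mixed with compound and 20 uM heparin and incubated 6 hr at 37 C.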
TRb-SRC2 inh: disrupts binding of human TR beta to SRC2 | TRbeta-SRC2 peptide binding, fluorescence polarization; receptor liganded with 1 µM T3 | Potency, µM (doses to about 106 µM), for the others: top-dose activity change, negative = inhibition, usual class: inhibitors | hit rate 0.065% among 280,000;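 note: potency is the fitted concentration of half-maximal effect; plate controls were bound peptide for no effect and peptide without receptor for full effect; nearly all actives have a fitted effect of over 50% in size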
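Human TRb ligand-binding domain (0.6 uM) is mixed with 20 nM Texas Red SRC2 peptide and 1 uM T3; after compound addition and 5 hr at ambient temperature, polarization is measured and normalized to unbound and bound controls.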
TexasRed fluor: counter-screen for TRb-SRC2 inhibitors: fluorescence interference; hit rate 0.29% among 280,000; Potency, µM (highest dose often 106 µM), inactives show at the top dose fluorescence change, negative = quenching; TRb/SRC2 Texas Red total fluorescence interference; active = well fitted curve in either direction with a large enough effect; inconclusive = small, poorly fitted or top-dose-only effect; note: potency is the fitted concentration of half-maximal effect; % is set by controls: 0 for no effect and ±100 for the full control effect
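Flags fluorescent or light-absorbing compounds by total fluorescence, S + 2P, at 555 nm excitation and 632 nm emission. Mixture: 20 nM Texas Red SRC2 peptide, 0.6 uM human TRb LBD, 1 uM T3, 5% DMSO; compound exposure 5 h at ambient temperature.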
CBFb RUNX1 block: CBF-beta/RUNX1 interaction disruption; AlphaScreen CBFb-His/RUNX1-biotin binding, biochemical; Potency, µM (titrated, usually from 59.8 µM), inactives show at the highest dose activity, negative = inhibition, hits mostly inhibitors; Q01196+Q13951; AID 1477; 230,000 tested, under 10 active; note: % of control where 0% means no effect
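His-tagged CBF-beta and biotinylated RUNX1 (30 nM each) were premixed 20 min at room temperature, exposed to compound for 15 min, then given nickel-chelate and streptavidin AlphaScreen beads (50 ng each). After 90 min, AlphaScreen signal was read.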
NPSR antag: antagonists of human neuropeptide S receptor cAMP signaling. Q6W5P4. CHO-NPSR cells, cAMP TR-FRET, antagonist mode. Potency, µM (titrated, usually from 38.3 µM), for the others: top-dose activity change, negative = inhibition, hits mostly inhibitors. hit rate 1% among 220,000; note: potency is the fitted concentration of half-maximal effect; % is set by controls: 0 for no effect and ±100 for the full control effect; nearly all actives have a fitted effect of over 50% in size; many of its hits are not listed in these tables
Target sequence (Q6W5P4 whole entry, looked up): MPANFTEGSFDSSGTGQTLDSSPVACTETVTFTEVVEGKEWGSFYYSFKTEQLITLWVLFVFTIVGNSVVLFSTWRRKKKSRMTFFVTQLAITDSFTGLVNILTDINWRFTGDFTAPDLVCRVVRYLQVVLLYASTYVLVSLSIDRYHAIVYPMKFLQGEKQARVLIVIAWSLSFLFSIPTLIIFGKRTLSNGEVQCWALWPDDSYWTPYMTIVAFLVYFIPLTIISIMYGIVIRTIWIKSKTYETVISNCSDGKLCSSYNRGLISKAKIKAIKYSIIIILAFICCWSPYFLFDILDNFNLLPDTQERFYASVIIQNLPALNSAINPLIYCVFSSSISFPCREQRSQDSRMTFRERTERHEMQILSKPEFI
aGal spleen mod: alpha-galactosidase A (human) modulation; P06280; human spleen homogenate, 4MU-alpha-Gal fluorescence, 40 min; Potency, µM (doses to about 80 µM), for inactives: at the highest dose activity change, negative = inhibition, most hits filed as inhibitors; hit rate 0.008% among 240,000;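 note: potency is the fitted concentration of half-maximal effect; 0% = enzyme with vehicle and -100% = no enzyme basal signal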
Target sequence (P06280 32-429 limits assumed): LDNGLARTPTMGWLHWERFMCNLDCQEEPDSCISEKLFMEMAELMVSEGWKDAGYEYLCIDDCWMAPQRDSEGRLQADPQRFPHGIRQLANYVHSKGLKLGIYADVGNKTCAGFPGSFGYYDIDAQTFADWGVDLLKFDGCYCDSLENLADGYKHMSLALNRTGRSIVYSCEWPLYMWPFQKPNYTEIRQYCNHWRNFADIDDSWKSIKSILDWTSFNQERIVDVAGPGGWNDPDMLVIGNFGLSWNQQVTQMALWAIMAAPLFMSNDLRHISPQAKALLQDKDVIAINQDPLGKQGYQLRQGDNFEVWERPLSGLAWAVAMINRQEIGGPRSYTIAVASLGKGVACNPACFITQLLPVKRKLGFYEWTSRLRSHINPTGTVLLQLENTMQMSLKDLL
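Inhibition or activation of alpha-galactosidase in human spleen homogenate is scored by 4-MU fluorescence after 40 min at 37C, pH 5.0, with 1 mM substrate. AC50s come from concentration-response fitted to the Hill equation.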
Epigenetic reg: epigenetic control regulation, reporter derepression. murine LDR cells, GFP reporter derepression, 30 h. Potency, µM (doses to about 53.9 µM), without a hit: at the top dose GFP activation, most hits filed as activators. hit rate 0.2% among 280,000; note: potency is the fitted concentration of half-maximal effect; % of control where 0% means no effect; nearly all actives have a fitted effect of over 60% in size
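In this reporter-derepression format, murine cells bearing a silenced integrated CMV-GFP locus incubate with test compound (30 h, 37 C), then are washed and imaged; fluorescent objects of 20–120 um count as induced cells.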
Active calls of the source: *; ? = inconclusive; . = not tested or not shown; & = joins results of further samples; [ ] = another dose, or the depositor's remark. Unless noted, calls come from the whole dose curve; as a rule, active = well fitted curve in the direction sought with a large enough effect; inconclusive = small, poorly fitted or top-dose-only effect, or another doubt; inactive = no such curve, though single readings can be large; an effect the other way counts as inactive or inconclusive. The list is partial. The share of hits here may be higher or lower than overall.

A first look:
| Molecule | Tau FP inhib | Tau fluor cs | TRb-SRC2 inh | TexasRed fluor | CBFb RUNX1 block | NPSR antag | aGal spleen mod | Epigenetic reg |
| --- | --- | --- | --- | --- | --- | --- | --- | --- |
| CCn1c(=O)cc(OCC(=O)NCCCN2CCC(C)CC2)c2ccccc21 | -1% | -8% | 0% | -1% | -2% | -4%[46.1 µM] | 4% | 3.9% |
| CCOC(=O)/C(N=Nc1c(Br)cc(Br)cc1Br)=C(\C)O | -9% | -15% | 3% | 2% | -4% | -24%[46.1 µM] | 4% | -5.4% |
| CCOc1ccccc1CNC(=O)CCN1C(=O)COc2ccccc21 | -6% | -9% | -12% | -3% | 18% | -3%[46.1 µM] | 2% | 0.2% |

Results, repeating the preview:
| Molecule | Tau FP inhib | Tau fluor cs | TRb-SRC2 inh | TexasRed fluor | CBFb RUNX1 block | NPSR antag | aGal spleen mod | Epigenetic reg |
| --- | --- | --- | --- | --- | --- | --- | --- | --- |
| CCn1c(=O)cc(OCC(=O)NCCCN2CCC(C)CC2)c2ccccc21 | -1% | -8% | 0% | -1% | -2% | -4%[46.1 µM] | 4% | 3.9% |
| CCOC(=O)/C(N=Nc1c(Br)cc(Br)cc1Br)=C(\C)O | -9% | -15% | 3% | 2% | -4% | -24%[46.1 µM] | 4% | -5.4% |
| CCOc1ccccc1CNC(=O)CCN1C(=O)COc2ccccc21 | -6% | -9% | -12% | -3% | 18% | -3%[46.1 µM] | 2% | 0.2% |
| CC(C)Oc1ccc(C2CC(=O)N(Nc3ccc([N+](=O)[O-])cc3[N+](=O)[O-])C2=O)cc1 (stereo not given) | 4% | -9% | 0% | -2% | -18% | 7% | -1% | 7.0% |
| CCCCC12CN3CC(C)(CN(C1)C3c1c(C)[nH]c(=O)[nH]c1=O)C2=O (stereo not given) | 0% | -4% | -3% | -2% | . | . | . | 3.8% |
| CCOC(=O)c1ccc(NC(=O)CCn2cnnn2)cc1 | -7% | -11% | 0% | 2% | . | . | . | 0.8% |
| CCOC(=O)N1CCN(C(=O)C(c2ccccc2)c2ccccc2)CC1 | 7% | 4% | -3% | -2% | 10% | 2%[46.1 µM] | 6% | 0.7% |
| C=CCN(CC(=O)NCC1CCCO1)C(=O)CCC(=O)Nc1cc(C)on1 (stereo not given) | -5% | 4% | 4% | 2% | 3% | 8%[46.1 µM] | -6% | -3.8% |
| COc1ccccc1N1CCN(c2ccc(NC(=O)c3ccc(C)cc3)cc2C(=O)O)CC1 | -1% | -1% | 4% | 0% | . | . | . | -0.2% |
| COc1cccc(N2CCN(C3C4CC5CC(C4)CC3C5)CC2)c1 (stereo not given) | 6% | -15% | -1% | -1% | -1% | -5%[46.1 µM] | 4% | -2.8% |
| Cc1oc(-c2ccccc2F)nc1CN1CCC(C(=O)NCc2ccco2)CC1 | -3% | -6% | 2% | 1% | -13% | 2%[46.1 µM] | -12% | -1.0% |
| CC(=O)c1cccc(NC(=O)Nc2cc3sccc3n2C)c1 | -5% | ? | -10% | 6% | -11% | -21%[46.1 µM] | 3% | -1.8% |
| O=C1CCC(=O)N1c1ccc(CSc2nnnn2C2CCCCC2)cc1 | -10% | 0% | -11% | -5% | -1% | -4%[46.1 µM] | 3% | -10% |
| CCCOc1ccc(Cc2c(Cl)nc(SC)nc2OC)cc1 | -8% | -2% | -15% | 2% | 1% | -17% | -12% | 0.0% |
| CCc1ccc2[nH]c(=O)c(CN(CCN(CC)CC)C(=O)Nc3ccccc3OC)cc2c1 | 1% | 4% | -7% | 2% | 0% | -9%[46.1 µM] | 0% | -1.0% |
| C=CCNC(=S)N1CCN(c2ncc(C(F)(F)F)cc2Cl)CC1 | -12% | -25% | -2% | -1% | 24% | 25% | -5% | -0.8% |
| CC(C)(C)NC(=O)CSc1nncn1NCc1cccc2ccccc12 | -5% | -13% | 0% | 1% | 0% | -12%[46.1 µM] | 4% | 0.0% |
| O=C(O)c1nn(CCOc2cccc(Cl)c2)c(=O)c2ccccc12 | 4% | -12% | -6% | -2% | -2% | -8% | 1% | -8.0% |
| CN(CC(=O)Nc1ccccc1F)CC(=O)Nc1ccc(F)c(F)c1F | -1% | 0% | -9% | -1% | 6% | -7% | 4% | -6.1% |
| CCc1ccc(NS(=O)(=O)c2ccc3[nH]cc(C(=O)NCCc4cccc(C)c4)c(=O)c3c2)cc1 | ? | 0% | -3% | -9% | . | . | . | -1.1% |
| Cc1cc(/C=N/n2cnnc2)c(C)n1-c1ccc(OCc2ccccc2F)cc1 | 2% | -19% | -4% | -1% | ? | ? | -5% | 0.0% |
| O=C(c1cc2n(n1)C(C(F)(F)F)CC(c1ccco1)N2)N1CCc2ccccc2C1 (stereo not given) | 3% | -9% | 2% | 1% | 3% | -19%[46.1 µM] | 9% | 1.0% |
| Cc1ccccc1OC1C(=O)N(Cc2ccc3c(c2)OCO3)C1c1sccc1C (stereo not given) | ? | -15% | -13% | 0% | -4% | ? | -4% | 0.0% |
| Cc1ccc(S(=O)(=O)N2CCN(C(=O)CN3CCCC3)C2)cc1 | 3% | 5% | -1% | -1% | 10% | -10%[46.1 µM] | -1% | 0.0% |
| CCOC(=O)C(CCCOc1ccc(C)cc1)C(=O)OCC | -1% | -15% | -6% | -2% | 19% | -11%[46.1 µM] | 3% | 0.8% |
| Cc1ccc(-c2noc(-c3c(C)noc3C)n2)cc1 | -3% | 3% | -9% | 0% | 1% | -29% | -3% | 0.4% |
| COc1ccc(S(=O)(=O)N2CCN(C(=O)NCc3ccccc3)CC2)cc1 | -2% | 4% | 1% | -5% | 2% | -2%[46.1 µM] | 0% | -1.0% |
| COc1ccc(/C=N/NC(=O)C2C3CCCCC32C)cc1OC (stereo not given) | 5% | 1% | 0% | -6% | -12% | 1% | -6% | 8.6% |
| C=CCSc1nc2c(cc1C#N)CCC2 | -2% | 0% | 2% | 1% | 0% | -3%[46.1 µM] | 2% | -1.3% |
| CCOC(=O)c1c(NC(=O)CSc2nnc(CNc3ccc(Cl)cc3)o2)sc(C)c1C | 18% | -30% | -1% | 2% | 3% | -31% | 7% | -1.0% |
| CCCCNC(=S)NNC(=O)c1sccc1C | 4% | 5% | -9% | -1% | 0% | 6%[46.1 µM] | 4% | -2.3% |
| COC(=O)c1c(NC(=O)CN2C(=O)NC3(CCc4ccccc4C3)C2=O)sc2c1CCCCC2 (stereo not given) | -1% | -8% | -5% | 0% | -3% | -23% | -4% | 0.0% |
| CC(C)(C)OC(=O)NCCCC1=CC2=CC(=O)C(C)(OC(=O)c3ccco3)C(=O)C2=CO1 (stereo not given) | 0% | 3% | 0% | 1% | 6% | . | 2% | 1.1% |
| Cc1ccc(S(=O)(=O)n2nc(C)c(Br)c2C)c(C)c1C | -3% | -10% | -9% | -2% | -2% | -29%[46.1 µM] | -8% | 6.7% |
| CCOC(=O)C1=NO[C@@]2(C=C(Br)C(=O)[C@H]3O[C@H]32)C1 | ? | -20% | 11% | -5% | . | . | 1% | 3.4% |
| CCOP(=O)(c1ccc(N(C)C)cc1)C(O)c1ccccc1 (stereo not given) | 6% | -3% | -2% | 1% | 7% | 0%[46.1 µM] | 1% | 0.1% |
| CCNCC(=O)N1c2ccccc2CCc2ccc(NC(C)=O)cc21 | 0% | 4% | -20% | 2% | 8% | 8% | -9% | 0.0% |
| CCOC(=O)c1c(NC(=O)C2CCN(S(=O)(=O)c3cccs3)CC2)sc(C)c1C | -4% | -14% | -2% | 0% | 6% | ? | 6% | -2.1% |
| Cc1ccc(C(=O)n2nc(-c3ccco3)nc2N)cc1 | 3% | -7% | -3% | -4% | -3% | 1%[46.1 µM] | -14% | -1.0% |
| Cc1ccc(NC(=O)COC(=O)CCc2c[nH]c3ccccc23)cc1[N+](=O)[O-] | 5% | -1% | -17% | 2% | -4% | 22% | -6% | -1.0% |
| O=[N+]([O-])c1ccc2c(c1)C(N1CCOCC1)/C(=C/COc1ccc3ccccc3c1Br)O2 (stereo not given) | 1% | -26% | 1% | 3% | -9% | -13%[46.1 µM] | 6% | -0.9% |
| Nc1cc2c(cc1C(=O)c1ccccc1)OCCO2 | 12% | -16% | 2% | 1% | -14% | 3%[46.1 µM] | 10% | -1.2% |
| Cc1cc(Cl)c(S(=O)(=O)N2CCN(c3ccccc3)CC2)cc1OCC(N)=O | 10% | -10% | -15% | -2% | 0% | -8%[46.1 µM] | 10% | 0.0% |
| CCN(CCCCCCN)c1ccc2c(=O)[nH][nH]c(=O)c2c1 | -9% | -8% | -1% | 0% | 3% | 13% | -2% | 7.9% |
| COc1ccc(CSCC(=O)NN=C2CCN(C)CC2)cc1 | -13% | 1% | 8% | -8% | -2% | 10% | 9% | -1.4% |
| CCOC(=O)c1c(C)n(OC)c2ccc3c(no[n+]3[O-])c12 | -6% | -9% | 0% | 0% | -1% | -1%[46.1 µM] | 3% | -0.8% |
| CSc1cc(-c2ccc(Cl)cc2)c(C(=O)N2CCCC2)s1 | 2% | -5% | -6% | 2% | 13% | ? | 0% | -1.1% |
| O=C(O)C(=O)/C(=C\c1ccc([N+](=O)[O-])cc1)c1ccc2ccccc2n1 | 2% | -24% | -2% | -1% | -14% | -32% | -3% | ? |
| CCOC(=O)/C(C(=O)Nc1ccc(Cl)cc1Cl)=C1/NC(C)(C)Cc2ccccc21 | 8% | -5% | 0% | -12% | 4% | 2%[46.1 µM] | -3% | 1.3% |
| Cc1nn(CC(=O)Nc2ccc(Cl)c(S(=O)(=O)N(C)C)c2)c(C)c1[N+](=O)[O-] | -16% | -22% | -1% | 1% | 7% | 1% | -3% | 1.0% |
| Nc1ncnc2c1cnn2-c1ccccc1 | -3% | -1% | 3%&0% | -4%&0% | ? | 5%[46.1 µM] | -1%&2% | -1.2% |
| COc1ccc2c(C)cc(SCC(=O)Nc3cc(C(N)=O)cc(C(N)=O)c3)nc2c1 | ? | ? | 3% | -1% | 0% | 35% | -2% | 0.0% |

Look-ups from above:
Tau fluor cs with Cc1nn(CC(=O)Nc2ccc(Cl)c(S(=O)(=O)N(C)C)c2)c(C)c1[N+](=O)[O-] = -22%
NPSR antag with Nc1ncnc2c1cnn2-c1ccccc1 = 5%[46.1 µM]
